# PriA SSB inh = K. pneumoniae PriA-SSBct interaction inhibition; inhibition, % at 33 µM; AlphaScreen SSBct-PriA binding, biotinylated peptide; 0.6% of 430,000 active; in the data active = inhibition mostly above about 37%, no sharp cut-off; inactive = mostly below about 20%;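 also: plate controls were negative control peptide for no effect and reference peptide for full effect; strong numbers were not always called active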
# SARS 3CLpro inh = SARS-CoV 3CLpro protease inhibition. 0.14% of 290,000 active. P0C6X7. inhibition, % at 6 µM. recombinant SARS-CoV 3CLpro, quenched FRET peptide cleavage. AID 1706; in the data active = inhibition above about 12%
# Vc quorum ag = inducers of Vibrio cholerae quorum light production without autoinducers. V. cholerae BH1578 lux reporter, luminescence, 6 h. activation, % at 18.7 µM. 0.16% of 350,000 active. AID 588436; in the data active = activation mostly above about 9.7%, no sharp cut-off; inconclusive = no clear call, values can overlap the other calls; inactive = mostly below about 3.7%; also: not every result past the cut was called active; inactives centre near 0; reference of the scale not given here
# Y pestis TopoI = Y. pestis Topo-I inhibition via cleavage products; Y. pestis Topo-I cleavage product accumulation, plate reader; activity, % at 10 µM; 0.064% of 360,000 active; AID 504884; in the data active = activity above about 50%, passing the limit was not always enough; inconclusive = no clear call, values can overlap the other calls; also: inactives centre near 2
# MazEF act = increases E. coli MazEF RNase cleavage of RNA | P0AE70 | FAM/BHQ RNA-DNA oligo cleavage fluorescence, 5 h | activation, % at 20 µM | 0.32% of 350,000 active | AID 504720; in the data active = activation above about 50%
# Target sequence (P0AE70 whole entry, looked up): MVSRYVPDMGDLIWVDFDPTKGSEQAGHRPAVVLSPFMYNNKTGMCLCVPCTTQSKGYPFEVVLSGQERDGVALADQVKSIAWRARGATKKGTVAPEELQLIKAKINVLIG
# VHR inh abs = inhibitors of human VHR1 phosphatase (DUSP3). P51452. recombinant VHR phosphatase, pNPP absorbance. inhibition, % at 13.3 µM. 0.52% of 290,000 active; in the data active = inhibition above about 50%; also: some compounds called inactive have numbers as strong as hits
# Target sequence (P51452 whole entry, looked up): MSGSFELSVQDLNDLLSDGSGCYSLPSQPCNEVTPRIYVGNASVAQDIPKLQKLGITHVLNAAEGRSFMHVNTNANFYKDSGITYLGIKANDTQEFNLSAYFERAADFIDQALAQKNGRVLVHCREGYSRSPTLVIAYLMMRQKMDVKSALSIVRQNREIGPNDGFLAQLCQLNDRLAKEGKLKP
# PfHsp40 rescue = rescue of PfHsp40-mediated yeast toxicity. 0.68% of 340,000 active. S. cerevisiae expressing PfHsp40, growth rescue, ATP luminescence. AID 504582. growth rescue, % at 12.5 µM; in the data active = growth rescue above about 28%, passing the limit was not always enough; inconclusive = no clear call, values can overlap the other calls;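 also: yeast W303a lacking pdr1 and pdr3 grown in galactose medium; growth measured after three days at 30 °C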
# TcdB inh = TcdB glycohydrolase inhibition. inhibition, % at 9.99 µM. P18177. 0.24% of 350,000 active. TcdB glycohydrolase enzymatic assay, plate reader; in the data active = inhibition above about 10%
# Rv3671c protease = inhibits the M. tuberculosis serine protease Rv3671c; P9WHR9; inhibition, % at 5.96 µM; 0.048% of 320,000 active; AID 2606; in the data active = inhibition above about 38%;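 also: extracellular domain of Rv3671c used as enzyme; 0% = enzyme with DMSO and 100% = no enzyme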
# Anthrax LF prot = blocks Bacillus anthracis lethal factor protease. inhibition, % at 10 µM. P15917. multiplex microsphere protease cleavage assay, LF. AID 588501. 0.12% of 360,000 active; in the data active = inhibition above about 30%; inconclusive = no clear call, values can overlap the other calls; also: plate controls were buffer without enzyme for full effect and enzyme alone for no effect
# Target sequence (P15917 whole entry, looked up): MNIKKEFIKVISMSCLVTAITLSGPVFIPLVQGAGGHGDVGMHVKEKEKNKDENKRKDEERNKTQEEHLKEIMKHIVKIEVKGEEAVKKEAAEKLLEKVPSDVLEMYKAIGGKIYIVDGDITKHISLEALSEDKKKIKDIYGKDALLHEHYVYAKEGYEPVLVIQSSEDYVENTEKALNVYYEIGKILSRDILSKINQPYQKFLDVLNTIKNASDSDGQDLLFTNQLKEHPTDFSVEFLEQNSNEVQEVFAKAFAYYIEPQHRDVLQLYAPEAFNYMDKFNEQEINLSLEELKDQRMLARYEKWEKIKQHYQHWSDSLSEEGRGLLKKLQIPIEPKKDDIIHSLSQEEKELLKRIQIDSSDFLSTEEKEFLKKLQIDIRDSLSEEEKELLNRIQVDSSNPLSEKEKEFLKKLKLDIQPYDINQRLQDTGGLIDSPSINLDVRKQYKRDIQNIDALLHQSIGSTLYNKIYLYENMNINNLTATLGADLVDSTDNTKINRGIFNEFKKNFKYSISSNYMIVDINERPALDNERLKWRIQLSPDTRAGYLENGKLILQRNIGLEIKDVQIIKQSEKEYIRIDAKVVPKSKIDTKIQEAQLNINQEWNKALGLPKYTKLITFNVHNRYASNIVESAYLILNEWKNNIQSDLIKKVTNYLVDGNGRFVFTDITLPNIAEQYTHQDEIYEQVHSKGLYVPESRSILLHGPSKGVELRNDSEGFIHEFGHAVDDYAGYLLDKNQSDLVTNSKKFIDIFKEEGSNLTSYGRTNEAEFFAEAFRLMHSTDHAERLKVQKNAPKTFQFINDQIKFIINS
# An asterisk follows results filed as active; i = inactive; ? = inconclusive; · = not tested or not shown. The list is partial. The share of hits here may be higher or lower than overall.
smiles,PriA SSB inh,SARS 3CLpro inh,Vc quorum ag,Y pestis TopoI,MazEF act,VHR inh abs,PfHsp40 rescue,TcdB inh,Rv3671c protease,Anthrax LF prot
c1ccc(CN2C3=NCCN3c3ccccc32)cc1,0,0,i,-8,6,42,-0.1,·,-5,1
COC(=O)c1cn(NC(=O)c2cc(OC)cc(OC)c2)c(=O)c2ccccc12,-18,-1,-0.6,-3,-3,19,1.0,·,4,3
COc1cc2c(cc1OC)C(C)N(C(=O)Cn1ncc3c1-c1ccccc1OC3)CC2 (centres undefined),0,-3,i,22,9,21,0.0,-2.3,0,-2
CCCCC[n+]1ccn(C2=C([O-])c3ccccc3C(=O)/C2=N\S(=O)(=O)c2ccc(Br)cc2)c1,·,6,-0.9,9,-13,4,-1.5,-2.2,-13,-4
O=C(NC1CCCc2ccccc21)c1ccccc1Br (centres undefined),-14,1,-1.9,3,-7,13,-0.2,-9.9,13,-1
CCOc1ccc(NC(=O)C(C)Sc2nccn2C)cc1 (centres undefined),-3,4,i,-5,3,34,-1.0,0.4,-4,-1
O=C(/C=C/c1ccccc1)N1CCC(Cc2ccccc2)CC1,-16,7,-0.3,45,-4,-1,0.7,·,14,1
CC1CCCCN1C(=O)COC(=O)C1CCN(S(=O)(=O)c2ccc3c(c2)OCCO3)CC1 (centres undefined),-2,·,i,18,4,·,-1.2,-0.3,-5,-8
CC1(C)CC(=O)c2sc(NC(=O)CCS(=O)(=O)c3ccccc3)nc2C1,14,-1,-0.6,-1,14,7,-1.0,1.9,-1,-4
C=CCN1C(=O)CN=C1Nc1ccc(F)cc1,-19,1,i,-2,3,10,5.8,-1.2,2,-9
O=S(=O)(NC1=NCCCCCC1)c1cccs1,-10,0,-0.4,1,-2,17,-1.3,-0.2,6,-1
O=S(=O)(c1ccccc1)N1N=C(c2cccs2)CC1c1cccc(O)c1 (centres undefined),3,3,i,1,10,0,0.2,0.7,9,-5
O=C(COc1ccc(Cl)cc1)Nc1ccc2oc(-c3ccncc3)nc2c1,-6,-4,·,1,-10,-1,-0.5,·,1,2
CC1CC(C)CN(C(=O)c2ccc(S(=O)(=O)N3CCCC3)cc2)C1 (centres undefined),2,0,i,3,-7,24,3.7,1.7,1,-5
COC(=O)Cc1ccc(NC(=O)c2ccc(Br)o2)cc1,-12,-1,-0.2,2,-3,-1,-1.6,·,-8,2
NC(=S)N/N=C/C=C/c1ccccc1,·,3,-0.3,2,0,1,0.2,0.5,-10,-3
CN(C)c1cc(N)c2c(n1)CCC2 (tested in a mixture with another compound),·,1,-0.2,11,0,-8,0.3,·,-12,0
CC(C)c1ccccc1NC(=O)C1C2C=CC(C2)C1C(=O)O (centres undefined),-4,1,-0.4,1,5,5,-1.3,0.6,0,11
Cc1ccc(N(C(=O)c2snc(C(N)=O)c2N)C(C(=O)NC2CCCC2)c2ccco2)cc1 (centres undefined),-7,7,i,12,-1,-2,1.0,0.0,·,-2
CC(=O)NNC(=O)CCC(=O)Nc1ccccc1,-16,7,-2.4,1,2,19,0.1,·,2,-1

# Another view of some results above.
smiles: O=S(=O)(c1ccccc1)N1N=C(c2cccs2)CC1c1cccc(O)c1 (centres undefined)
  PriA SSB inh: 3
  SARS 3CLpro inh: 3
  Vc quorum ag: i
  Y pestis TopoI: 1
  MazEF act: 10
  VHR inh abs: 0
  PfHsp40 rescue: 0.2
  TcdB inh: 0.7
  Rv3671c protease: 9
  Anthrax LF prot: -5
smiles: CC(=O)NNC(=O)CCC(=O)Nc1ccccc1
  PriA SSB inh: -16
  SARS 3CLpro inh: 7
  Vc quorum ag: -2.4
  Y pestis TopoI: 1
  MazEF act: 2
  VHR inh abs: 19
  PfHsp40 rescue: 0.1
  TcdB inh: ·
  Rv3671c protease: 2
  Anthrax LF prot: -1
smiles: Cc1ccc(N(C(=O)c2snc(C(N)=O)c2N)C(C(=O)NC2CCCC2)c2ccco2)cc1 (centres undefined)
  PriA SSB inh: -7
  SARS 3CLpro inh: 7
  Vc quorum ag: i
  Y pestis TopoI: 12
  MazEF act: -1
  VHR inh abs: -2
  PfHsp40 rescue: 1.0
  TcdB inh: 0.0
  Rv3671c protease: ·
  Anthrax LF prot: -2

# (more compounds)
smiles,PriA SSB inh,SARS 3CLpro inh,Vc quorum ag,Y pestis TopoI,MazEF act,VHR inh abs,PfHsp40 rescue,TcdB inh,Rv3671c protease,Anthrax LF prot
COC(=O)C1CN(C(=O)C(C)Oc2ccc(C)c(C)c2)c2ccccc2O1 (centres undefined),-11,0,-0.5,10,-6,-2,·,-0.1,9,11
COc1cc(OC)cc(C(=O)NCCN2CCOCC2)c1,-1,3,-0.4,-2,3,13,-0.9,·,-1,-5
O=C(CCn1c(=S)[nH]c2ccccc2c1=O)NCCc1ccc(Cl)cc1,-5,-2,-0.2,26,-8,12,0.7,1.7,-9,-4
CC(=O)c1cccc(N/C=C\c2nnnn2-c2ccc(F)cc2)c1,-5,3,-0.9,-1,-13,-3,-1.5,·,-5,0
Cc1cc(C)nc(N2N=C(C(C)(C)C)CC2=O)n1,-20,-5,i,-4,2,-1,-1.8,-1.5,-9,2
COc1ccc(NC(=O)CN(C)C(=O)Cc2n[nH]c(=O)c3ccccc23)cc1,4,·,-1.1,-4,5,·,0.0,0.0,-8,-7
CSc1ccc(S(=O)(=O)NCC(=O)OCC(=O)N2CCCC2=O)cc1[N+](=O)[O-],6,·,i,-1,1,·,-1.2,1.4,7,?
CC(=N\NC(=O)c1ccccc1)/C(=N/O)C(=O)Nc1ccccc1,·,-6,-0.4,-3,1,19,-0.2,-6.6,13,0
CCCn1nc2cc(C(=O)NCc3ccc(OC(F)(F)F)cc3)ccc2c1OCC,-14,-2,i,-1,4,-2,11,-0.6,1,-1
CC(C)(C)OC(=O)C[C@@H]1C/C=C\C[C@@H](CC(=O)NCCO)C(=O)N2CCC[C@H]2COC1=O,·,·,-6.7,-7,3,·,-2.2,1.6,-4,-2
CCN1CCN(Cc2c3ccccc3cc3ccccc23)CC1,-9,-1,0.2,-2,5,-4,2.0,1.3,-5,-7
Cc1ccc(C(=O)Nc2nc(N)n(-c3ccccc3)n2)cc1,-9,2,i,-1,7,16,·,0.6,-1,0
C=C(COC(=O)CCC(=O)O)CC1CC(O)[C@]2(C)OC3CC4OC5C[C@]6(C)O[C@]7(C)CCC8OC9C[C@]%10(C)OC%11C(C)=CC(=O)OC%11CC%10OC9C[C@@H](C)C8OC7CC6O[C@]5(C)C/C=C\C4OC3CC2O1 (some centres undefined),-6,·,0.0,30,10,11,·,·,0,-1
COc1ccc(C)cc1NC(=O)COC(=O)c1ccc(OCc2ccc(Cl)cc2Cl)c(OC)c1,-2,-8,-0.4,-3,-22,4,1.3,0.5,0,1
O=C(COC(=O)/C=C/c1ccc2c(c1)OCO2)NCc1ccccc1,11,·,-1.6,1,-7,·,0.2,0.0,1,3
CCc1ccc(C(=O)NNC(=O)c2c(CC)noc2C)cc1,-8,·,i,-2,2,·,-0.4,0.9,2,3
O=C(O)Cn1nnnc1SCC(=O)Nc1ccc(F)cc1F,-5,0,-0.3,-2,-7,-8,0.1,0.9,0,1
O=C(COC(=O)CCC(=O)c1ccc(F)cc1)Nc1cccc(S(=O)(=O)N2CCOCC2)c1,1,0,-0.3,20,2,14,-0.4,0.3,6,-4
COc1ccc(NC(=O)CCN2CCC(C)CC2)cc1,-13,-4,i,1,7,4,-0.9,·,9,4
Cc1ccc(C)c(C(O)c2ncc(-c3ccc(Cl)cc3)[nH]2)c1 (centres undefined),·,·,i,-2,·,·,·,0.0,·,-1
N#Cc1nc(-c2cccs2)oc1N1CCN(c2ccccc2)CC1,35,0,-2.0,35,2,6,5.7,·,4,-3
CCOc1ccc(NC(=O)CS(=O)CC(=O)N(CC(=O)NC(C)(C)C)C2CCCC2)cc1 (centres undefined),8,0,-0.4,5,3,-14,-0.4,1.3,-2,1
O=[N+]([O-])c1cccc(/C=C2\CCc3cnn(C4CCS(=O)(=O)C4)c32)c1 (centres undefined),·,·,-0.8,5,12,·,·,2.2,·,5
Cc1ccc(C)c(S(=O)(=O)N(C)C2(C)CCS(=O)(=O)C2)c1 (centres undefined),-1,·,-1.8,4,5,·,1.3,1.4,2,-5
COc1ccc2[nH]c(C)c(CCNC(=S)Nc3ccccc3C)c2c1,11,-3,-0.4,-5,-16,-11,0.8,0.3,0,-1
O=C(COC(=O)CCc1nc2ccccc2c(=O)[nH]1)Nc1ccccc1,3,·,i,3,7,·,-0.7,-1.5,-8,-4
CCOC(=O)CCCNC(=O)CSc1nc2ccc(OCC)cc2[nH]1,2,6,-3.6,-12,-4,9,2.1,1.6,3,1
O=C(CCNC(=O)c1ccccc1Cl)Nc1ccccc1N1CCCC1,6,6,-0.6,-6,5,28,-0.5,1.5,-2,-2
Cc1ccc(NC(=O)C(=O)NCCCN2CCOCC2)c(C)c1,-7,-1,2.3,-1,-3,25,-1.2,-0.1,-5,0
CCC1CCc2sc(C(=O)NCC(c3ccccc3OC)N3CCCC3)cc2C1 (centres undefined),15,·,i,17,10,·,0.3,0.2,-2,1
Cc1ccc(N2C(=O)N(CC(=O)Nc3ccc(F)c(F)c3)C(=O)C2C)cc1 (centres undefined),-2,·,i,3,-2,·,0.0,1.2,-8,·
CCOC(=O)c1ccc(NC(=O)CNC(=O)C23CC4CC(CC(C4)C2)C3)cc1,-11,1,-1.9,11,4,15,-0.8,-2.5,2,-6
Cc1ccc2[nH]c(=O)c(CN(Cc3cccs3)C(=S)NCC3CCCO3)cc2c1 (centres undefined),-9,-1,-0.2,27,1,13,-0.4,·,-5,-3
CN(Cc1ccccc1)C(=O)Cn1c(=O)oc2cc(S(=O)(=O)N3CCCC3)ccc21,-4,0,-0.1,7,7,42,0.2,-0.4,-3,-9
C=CCCN(Cc1ccccc1)S(=O)(=O)c1cc(Br)ccc1Br,-24,·,i,24,-1,·,0.4,0.8,-1,-13
CCN(C(=S)Nc1cccnc1)c1ccccc1,-5,-5,-0.3,1,11,-2,1.0,0.6,13,-2
O=C(NNC(=O)c1cc2ccccc2cc1O)Nc1ccc(F)cc1F,-20,1,i,2,4,10,25,2.7,-5,0
CCCn1c(COc2ccccc2)nc2ccccc21,-23,-3,-0.2,18,5,9,2.3,1.4,8,-2
Cc1ccc2c(COC(=O)c3ccccc3Br)cc(=O)oc2c1,-8,-3,-0.2,-8,31,60*,-0.4,0.0,-18,0
O=C(Nc1cccc2ncccc12)c1cc([N+](=O)[O-])ccc1Cl,-13,-1,-0.9,4,0,-3,-0.8,1.2,1,6
COc1ccccc1Nc1nc(Cl)c(C=O)s1,-4,4,i,8,-6,2,-0.6,0.7,0,12
O=C(NCc1ccccc1Cl)C1CCN(S(=O)(=O)N2CCOCC2)CC1,-1,1,-0.2,6,-2,-6,0.1,-2.0,1,-2
Cc1cccn2c(=O)c(/C=N/O)c(N3CCCCC3)nc12,·,-1,-3.6,12,-2,25,2.5,·,-5,2
CC(C)(C)NS(=O)(=O)c1ccc(/C=C/C(=O)O)cc1,1,0,i,-1,5,26,1.3,0.5,-6,2
CC(C)CCNC(=O)CC1C(=O)N(Cc2ccccc2)C(C)c2nc3ccccc3n21 (centres undefined),-12,1,-6.7,-5,-4,6,-0.3,·,-6,-8
CC(C)NCC#CCOc1ccc(Cl)cc1,2,6,i,-1,1,25,0.6,1.9,9,4
Cn1cc(S(=O)(=O)NC[C@H]2O[C@@H](n3ccc(=O)[nH]c3=O)[C@H](O)[C@@H]2O)cn1,-5,·,-0.2,-1,-1,·,-0.7,2.0,·,-1
Nc1cc(OC(=O)c2ccccc2Br)nn1S(=O)(=O)c1ccccc1,-3,-1,i,13,0,7,-0.4,·,8,1
O=C1Nc2cc(C(=O)NCCCN3CCCC3)ccc2S/C1=C/c1ccccc1F,2,-4,-0.5,-11,1,-17,0.2,-0.2,-17,-3
CN1C(=O)CC(Nc2cccc3cccc(N)c23)C1=O (centres undefined),6,-3,-0.2,-4,21,58*,-0.4,·,8,-8
